# CDK5 inh: CDK5/p35 (human) kinase inhibition; Q00535+Q15078; Recombinant CDK5/p35, ADP-Glo luminescence, 60 min; inhibition, % at 10 µM; 330,000 tested, 0.01% active; AID 488839;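 active means highest replicate inhibition of at least 50% and at least 75% of replicates reaching 50%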;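 further: plate controls were DMSO neutral control for no effect and GW8510 at 10 µM for full effect; many of its hits are not listed in these tables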
# Target sequence (Q00535 whole entry, looked up): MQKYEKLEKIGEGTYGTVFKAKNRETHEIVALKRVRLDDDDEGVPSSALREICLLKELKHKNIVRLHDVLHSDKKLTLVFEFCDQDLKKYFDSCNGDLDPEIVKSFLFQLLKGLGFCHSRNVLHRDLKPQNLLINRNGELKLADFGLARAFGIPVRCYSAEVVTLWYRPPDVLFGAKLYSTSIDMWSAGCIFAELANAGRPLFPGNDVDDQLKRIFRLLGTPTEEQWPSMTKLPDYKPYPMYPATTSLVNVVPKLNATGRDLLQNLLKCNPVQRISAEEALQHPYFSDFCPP
# Target sequence (Q15078 whole entry, looked up): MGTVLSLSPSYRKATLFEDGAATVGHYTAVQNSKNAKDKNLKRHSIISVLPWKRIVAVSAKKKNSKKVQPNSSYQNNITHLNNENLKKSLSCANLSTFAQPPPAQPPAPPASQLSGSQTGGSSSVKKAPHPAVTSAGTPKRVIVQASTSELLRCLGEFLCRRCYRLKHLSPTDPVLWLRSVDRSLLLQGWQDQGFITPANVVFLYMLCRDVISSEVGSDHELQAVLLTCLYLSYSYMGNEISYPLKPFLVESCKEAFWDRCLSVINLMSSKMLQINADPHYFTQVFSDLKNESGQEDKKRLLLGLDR
# CAL PDZ FP-1: blocks peptide binding to human CAL PDZ domain; Q9HD26; purified CAL PDZ, TMR-peptide fluorescence polarization, 1 h; inhibition, % at 20 µM; 330,000 tested, 0.02% active; AID 504414;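 active means highest replicate inhibition of at least 40%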;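 further: plate controls were DMSO neutral control wells for no effect and unlabeled competitor peptide control wells for full effect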
#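 material = purified tagged CAL PDZ domain construct (CerCALP) | compound dosing = 20 µM, one dose | times = 1 h at RT | measured by = fluorescence polarization from S- and P-plane intensities, G-factor corrected | read-out = inhibition from polarization loss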
# MITF act: increases MITF-driven TRPM1 promoter luciferase signal; SK-MEL-5 TRPM1-promoter luciferase, 24 h; % of positive control, neutral wells = 0; 300,000 tested, 0.75% active; activation, % at 12.5 µM; AID 588334;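 active means mean activation of at least 80% with every replicate also reaching 80%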;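 further: 0% = neutral control wells and 100% = parthenolide positive control wells; values of inactives mirror those of a sister screen read the other way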
# CAL PDZ FP-2: inhibitors of human CAL PDZ peptide binding; purified CAL PDZ, TMR-peptide fluorescence polarization, 1 h; inhibition, % at 24.9 µM; 300,000 tested, 0.92% active; AID 602252;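 active means mean inhibition of at least 30% with at least half of replicates also reaching 30%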;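 further: 0% = DMSO neutral control and 100% = excess unlabeled competitor peptide PRC23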
# RTF Ca sens act: cardiac RTF calcium sensitization; P19429+P45379; IANBD-labeled TnC RTF fluorescence at EC20 calcium; 0% EC20 calcium, 100% full calcium; activation, % at 7.2 µM; 340,000 tested, 0.24% active; AID 493008;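 active means activation above the mean over all tested compounds plus 3 SD, cut at about 30% in these data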;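 further: rise in fluorescence read as greater calcium sensitivity of cardiac thin filaments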
# Wnt act: activators of Wnt/beta-catenin signaling; Wnt/beta-catenin reporter cell assay, activator, plate reader; activation, % at 9.35 µM; AID 743398; 300,000 tested, 1.2% active; in the data active means activation above about 30%, passing the limit was not always enough;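 further: 0% = neutral control wells and 100% = positive control wells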
# dFosB activator: mouse delta FosB homodimer activation | P13346 | purified delta FosB, TAMRA-CDK5 oligo fluorescence polarization; percent of positive-control signal above neutral wells | activation, % at 25 µM | 340,000 tested, 0.99% active;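 active means mean activation above about 17%, with every replicate also reaching it, limit read from the data, passing the limit was not always enough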;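 further: fluorescence polarization rise as delta FosB binds a TAMRA Cdk5 AP-1 oligo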
# V-ATPase pH: alters yeast V-ATPase proton transport; response, % at 10 µM; 350,000 tested, 0.37% active; S. cerevisiae, pHLuorin cytosolic pH fluorescence; in the data active means response mostly above about 7.3%, no sharp cut-off; inactive means mostly below about 5.4%; further: actives read high; inactives centre near 0; some compounds called inactive have numbers as strong as hits; reference of the scale not given here
# Rtt109 HAT inh: blocks Candida albicans Rtt109/Vps75 acetyltransferase activity; AID 540336; inhibition, % at 34.9 µM; Q5AAJ8; purified Rtt109/Vps75, ThioGlo CoA-SH fluorescence, 4 h; 330,000 tested, 0.16% active;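 active means inhibition of at least 50% in every replicate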
# Target sequence (Q5AAJ8 whole entry, looked up): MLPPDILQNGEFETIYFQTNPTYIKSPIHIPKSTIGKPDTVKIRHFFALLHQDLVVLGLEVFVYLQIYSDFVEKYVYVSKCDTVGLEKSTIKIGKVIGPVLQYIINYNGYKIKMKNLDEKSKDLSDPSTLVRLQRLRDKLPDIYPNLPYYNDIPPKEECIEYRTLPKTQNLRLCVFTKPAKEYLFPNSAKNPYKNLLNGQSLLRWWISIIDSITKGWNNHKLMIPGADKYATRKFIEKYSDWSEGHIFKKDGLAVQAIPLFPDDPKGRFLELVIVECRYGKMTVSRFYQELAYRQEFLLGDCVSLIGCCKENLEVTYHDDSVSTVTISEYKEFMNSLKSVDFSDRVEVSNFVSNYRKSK
# Tat export inh: E. coli Tat transport inhibition; inhibition, % at 10 µM; E. coli MC4100 TorA-mCherry Tat export, fluorescence; 340,000 tested, 0.036% active;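 active means mean replicate inhibition at least 50% and at least half of replicates individually reaching 50%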;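 further: exported cargo escapes ClpAP degradation while cytoplasmic cargo is degraded and loses fluorescence; 0% = median of neutral control wells and 100% = median of NaSCN control wells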
# Numbers without * were called inactive; . = not tested or not shown.
SMILES	CDK5 inh	CAL PDZ FP-1	MITF act	CAL PDZ FP-2	RTF Ca sens act	Wnt act	dFosB activator	V-ATPase pH	Rtt109 HAT inh	Tat export inh
CCN(CC)c1ccc(/C=N/NC(=O)Nc2nonc2N)cc1	0.5	0.6	62	7	-4	.	-2	2	10	7
CCOC(=O)[C@H]1[C@H]2COc3ccc(Br)cc3[C@H]2N2C(=O)CNC(=O)[C@@]12C	0.1	-1.0	-1	-5	-7	-3	-4	2	0	-1
c1ccc(Cn2ccnc2-c2ccco2)cc1	-0.3	-0.5	52	-1	-1	28	4	10	-1	-4
NNC(=O)c1ccc(CN2C(=O)c3cccc4cccc2c34)cc1	0.5	-3.8	12	1	3	1	-14	-1	-15	0
CN(c1ccc(OCC(=O)OCC(=O)c2c(N)n(C)c(=O)n(C)c2=O)cc1)S(=O)(=O)c1ccc2ccccc2c1	-0.3	-0.1	1	8	0	0	33*	11	4	7
COc1ccc(C2C=C(c3ccc(F)cc3)NC(=S)N2)cc1OC (stereo unspecified)	-1.1	-2.4	-10	-4	-6	.	-11	-2	-7	2
COc1ccc(NC(=O)c2cnn(-c3ccccc3)c2C)c(OC)c1	1.0	.	-3	4	0	1	-1	1	-5	4
Cc1cc(C(=O)NNS(=O)(=O)c2cccc(Cl)c2)nn1C(C)(C)C	-4.5	-1.4	-15	-3	8	-4	-4	-2	-4	-5
Cc1cc(C)c[n+](C(C)C(=O)c2ccc(Cl)cc2)c1 (stereo unspecified)	0.3	-0.1	.	-2	0	1	-1	-1	-1	-2
CN(C)/C=N/c1nc(-c2ccc3ccccc3c2)cs1	-0.2	-0.4	125*	2	1	41*	-7	2	-1	3
CC(=O)CC(=O)NC1C2CC3CC(C2)CC1C3 (stereo unspecified)	0.7	-0.1	6	3	-4	-5	-3	3	-7	-2
CCN(CC)CCCNC(=O)Cn1ccc2ccccc2c1=O	-0.5	-0.1	-4	4	2	-1	5	-4	-3	-6
CC(=O)Nc1ccc(S(=O)(=O)N(C)CC(=O)NNc2c(F)c(F)cc(F)c2F)cc1	-0.7	-0.5	1	0	3	22	10	2	-8	-6
O=c1[nH]c(SCc2ccccc2)nc2[nH]ncc12	1.6	-2.8	10	-2	-2	2	-6	-2	-14	0
CCC(OC(=O)c1ccco1)C(=O)NCc1ccc2c(c1)OCO2 (stereo unspecified)	-7.0	5.2	6	.	4	-1	1	3	5	20
CCN1CCN(CCCNC(=O)c2ccc(CS(=O)c3ccc(Br)cc3)o2)CC1 (stereo unspecified)	.	-1.8	10	.	-3	-1	0	-2	-10	-5
O=C(N/N=C/c1c(O)n(-c2ccc(Cl)cn2)c(=O)c2ccccc12)c1ccncc1	-2.0	-1.7	10	-1	20	-5	-12	-5	4	-6
CCOC(=O)C1CCN(C(=O)CN2C(=O)C(CC)Oc3ccccc32)CC1 (stereo unspecified)	-1.8	-3.3	0	-4	4	0	-10	-2	12	-2
O=C(Cn1nnc(-c2ccccc2Cl)n1)N1CCN(S(=O)(=O)c2ccc(Cl)cc2)CC1	0.3	-2.7	1	-3	3	.	-9	3	5	2
COc1ccc(-c2nc(-c3ccccn3)ncc2S(C)(=O)=O)cc1	-0.4	-2.5	14	-15	2	9	-12	-3	-5	-6
O=C1CC(NC(=O)c2ccc(Cl)cc2)C(=O)N1 (stereo unspecified)	0.2	-1.2	-3	-2	-5	-1	-5	0	.	-12
CN(C)C(=O)c1ccc(Oc2ccc(C(=O)N(C)C)cc2)cc1	1.2	-1.6	1	.	-4	.	-6	9	2	-4
COc1cccc(C(=O)O/N=C(\N)c2ccc(C)cc2)c1	-0.8	-1.0	59	-4	-10	29	-13	-4	7	-2
Cc1c(C=NNc2ccccc2)[nH]c(=O)[nH]c1=O	1.3	0.0	4	-3	1	4	-15	3	-3	-5
COc1ccccc1/C=C1\SC(=S)N(C(C(=O)O)c2ccccc2)C1=O (stereo unspecified)	-1.0	-2.6	-5	-3	-4	0	-7	-2	.	4
CCOc1ccc(/C=C/C(=O)c2ccccc2)cc1OC	-1.8	-0.7	44	1	-4	76*	-2	5	-5	0
FC(F)(Cl)c1nnc2ccc(Sc3ccccn3)nn12	0.1	-0.3	7	.	3	-1	2	-3	3	-7
COc1ccc(-c2cc(C(=O)Nc3ccccc3SC)no2)cc1	-0.3	-0.4	21	0	-2	.	-2	0	-2	0
COC(=O)c1cc2occc2n1Cc1nc(-c2ccccc2C)oc1C	-0.7	-0.5	1	-2	0	-2	-9	5	0	-1
Cc1occc1-c1nnc(-c2cc([N+](=O)[O-])cc([N+](=O)[O-])c2)o1	-0.8	-0.9	3	-6	.	.	-9	2	-9	-8
CC(C)C(NC(=O)CCN1C(=O)c2ccccc2C1=O)c1ccccc1 (stereo unspecified)	9.8	-0.7	.	7	-4	-1	-4	-4	0	8
O=C(CCCc1nc2ccccc2s1)Nc1ccccc1	-0.1	-4.1	-12	-4	0	2	-4	1	-2	-16
O=C(COc1ccc2ccccc2c1)Nc1ccc(S(=O)(=O)N2CCCCCC2)cc1	0.6	0.2	-1	-2	0	.	-4	2	-8	-3
Cc1c(Cl)cnc(NC(=O)COC(=O)CCS(=O)(=O)c2ccccc2)c1Cl	0.4	-2.1	5	0	1	.	1	1	18	-7
Cn1cc(Br)c(NS(=O)(=O)c2ccc(Cl)s2)n1	-0.9	0.0	.	-8	-6	1	1	-3	9	-1
CCOC(=O)CN1C(=O)N[C@@H](c2ccc(Br)cc2)C(C(=O)OC)=C1C	0.6	0.0	5	-2	0	0	-2	-3	-4	-4
CCn1cc(C(=O)N2CCc3ccccc32)c(=O)c2cc(S(=O)(=O)N3CC(C)CC(C)C3)ccc21 (stereo unspecified)	-1.2	-1.5	-6	-3	-2	-4	-11	8	-3	16
COc1ccc(OC)c(C2CC(c3c(-c4ccccc4)c4cc(Cl)ccc4[nH]c3=O)=NN2S(C)(=O)=O)c1 (stereo unspecified)	1.9	0.0	0	0	9	.	5	-2	16	1
CC(=O)c1cccc(NC(=O)Cn2nc(-c3ccc(Cl)cc3)ccc2=O)c1	0.1	-2.5	-1	0	1	-1	1	0	13	-2
CN1CC(=O)N2[C@H](c3ccc4c(c3)OCO4)c3[nH]c4ccccc4c3C[C@@H]2C1=O	-0.3	0.3	-8	6	9	2	-2	-4	10	-6
COC(=O)C1C2CC(C(Br)C2Br)C1C(=O)O (stereo unspecified)	0.9	0.4	1	-2	6	-2	4	0	-1	0
O=C(NC1CCN(Cc2nnnn2CCc2ccccc2)CC1)c1ccccc1F	-0.9	-0.1	-7	.	-4	-2	1	-2	-3	-8
Cc1cc(C)n(CC(O)COc2cccc(OCC(O)Cn3nc(C)cc3C)c2)n1 (stereo unspecified)	0.6	-1.0	.	.	-2	-2	-4	-2	-1	-1
Cc1cccc(C(=O)Nc2nnc(S(=O)(=O)N3CCCCCC3)s2)c1	0.3	-2.6	13	.	8	-2	2	0	7	2
CC(=O)Nc1ccc(NC(=O)COc2c(C)cc(Br)cc2C)cc1	-3.4	0.1	5	.	4	-1	3	0	-4	-3
O=C(Nc1c(C(=O)O)[nH]c2ccccc12)NC1CCCCC1	-1.5	0.3	-25	0	-6	6	-12	-3	13	8
CC(=O)n1nc(-c2cccc(C)c2)nc1SCC(=O)Nc1ccccc1	-0.1	-1.4	1	0	-6	-3	-3	-1	2	-5
CC1CCN(C(=O)C2CCC(C)(C(=O)O)C2(C)C)CC1 (stereo unspecified)	1.4	-0.5	-14	1	2	-6	-5	-3	-7	-1
COCc1cc(=O)n2[nH]c(C(F)(F)F)nc2n1	2.2	0.5	13	-1	14	.	-3	9	-5	-5
Cc1cccc(/C=N/NC(=O)c2cc(-c3cccnc3)nc3c2c(C)nn3-c2ccccc2)c1	-1.3	-2.0	-21	0	-1	.	-1	-7	-7	0
COc1cccc(NC(=O)C2=COCCO2)c1	1.1	-2.9	57	-3	-3	22	-4	-3	-8	2
CCN1CCN(S(=O)(=O)c2ccc(Cl)c(C(=O)N(CC)CC(=O)Nc3ccc(OC)cc3)c2)CC1	0.4	-2.5	-12	-3	5	0	-6	4	-1	4
C=CCn1c(O)c(N=NC(=S)Nc2ccccc2F)c2ccccc21	0.6	-2.3	-8	-1	4	-5	-12	1	-7	-1
Cc1ccc(C2=NC(C(F)(F)F)(C(F)(F)F)c3c(n(-c4ccc(F)cc4)c(=O)[nH]c3=O)N2)cc1	4.4	-0.8	-11	0	-5	.	-3	-1	-1	2
CCOc1ccc(N(CC(=O)Nc2cccc(N(C)S(C)(=O)=O)c2)S(=O)(=O)c2ccccc2)cc1	1.8	-0.3	-6	-6	4	-1	0	-4	-8	5
CSc1nc2ccsc2c(=O)n1-c1ccccc1	-2.0	0.6	-5	0	4	-1	-6	2	1	-2
CCCS(=O)(=O)N1CCC(C(=O)N2CCC(Cc3ccccc3)CC2)CC1	1.7	-2.1	-1	-1	14	.	0	2	1	-4
CCOC(=O)N1CCC(NC(=O)CC(NS(=O)(=O)c2ccc(Cl)cc2)c2ccco2)CC1 (stereo unspecified)	1.3	-1.1	12	6	5	.	2	3	-5	0
COc1cccc(NC(=O)CN(C)C(=O)c2cc(-c3ccco3)nc3ccccc23)c1	2.3	-1.6	-1	-3	-13	1	-12	-2	1	-1
O=C(NCc1ccc(F)cc1)C1CCC(CNS(=O)(=O)c2cccs2)CC1 (stereo unspecified)	0.4	-3.1	11	-6	-7	-2	-11	-2	13	4

# Next part.
SMILES	CDK5 inh	CAL PDZ FP-1	MITF act	CAL PDZ FP-2	RTF Ca sens act	Wnt act	dFosB activator	V-ATPase pH	Rtt109 HAT inh	Tat export inh
CCN1CCN(c2nc(-c3cccs3)nc3ccccc23)CC1	2.0	-1.3	-6	-3	0	2	-13	-3	-6	8
Cc1ccc(S(=O)(=O)NCc2ccccc2)cc1	-1.0	-9.5	0	-4	2	1	-1	0	12	-2
O=C1C2C3C=CC(C4CC34)C2C(=O)N1/N=C/c1cccs1 (stereo unspecified)	-1.7	-2.4	0	-2	1	3	-5	1	1	1
O=S(=O)(c1cccs1)N1CCN(CC(O)COc2cc(Cl)ccc2Cl)CC1 (stereo unspecified)	-0.5	-0.6	-1	3	-6	-12	-9	-6	6	1
COc1ccc(OC)c(C(c2nnnn2CCc2ccccc2)N2CCN(c3ccccc3)CC2)c1 (stereo unspecified)	-0.5	-0.1	3	0	4	-5	-1	0	-2	19

# Sorted by value in Tat export inh (smallest number first): 3 of the compounds above
Structure	Tat export inh
CCOC(=O)CN1C(=O)N[C@@H](c2ccc(Br)cc2)C(C(=O)OC)=C1C	-4
O=c1[nH]c(SCc2ccccc2)nc2[nH]ncc12	0
Cc1ccc(C2=NC(C(F)(F)F)(C(F)(F)F)c3c(n(-c4ccc(F)cc4)c(=O)[nH]c3=O)N2)cc1	2
